RXFP1 agonist: qHTS Assay for Agonists of the Relaxin Receptor RXFP1 | Relaxin receptor 1 (Homo sapiens), Q9HBX9 | HEK293T-RXFP1 cAMP TR-FRET, 30 min; response scale: percent of porcine relaxin response, buffer zero | Potency, µM (titrated, usually from 57.5 µM), for the others: top-dose activation, most hits filed as activators | 0.3% of 370,000 active | AID 2676, 2010; active = well fitted activation curve with a large enough effect; inconclusive = small, poorly fitted or top-dose-only effect; note: nearly all actives have a fitted effect of over 60% in size; many of its hits are not listed in these tables
Target sequence (Q9HBX9 whole entry, looked up): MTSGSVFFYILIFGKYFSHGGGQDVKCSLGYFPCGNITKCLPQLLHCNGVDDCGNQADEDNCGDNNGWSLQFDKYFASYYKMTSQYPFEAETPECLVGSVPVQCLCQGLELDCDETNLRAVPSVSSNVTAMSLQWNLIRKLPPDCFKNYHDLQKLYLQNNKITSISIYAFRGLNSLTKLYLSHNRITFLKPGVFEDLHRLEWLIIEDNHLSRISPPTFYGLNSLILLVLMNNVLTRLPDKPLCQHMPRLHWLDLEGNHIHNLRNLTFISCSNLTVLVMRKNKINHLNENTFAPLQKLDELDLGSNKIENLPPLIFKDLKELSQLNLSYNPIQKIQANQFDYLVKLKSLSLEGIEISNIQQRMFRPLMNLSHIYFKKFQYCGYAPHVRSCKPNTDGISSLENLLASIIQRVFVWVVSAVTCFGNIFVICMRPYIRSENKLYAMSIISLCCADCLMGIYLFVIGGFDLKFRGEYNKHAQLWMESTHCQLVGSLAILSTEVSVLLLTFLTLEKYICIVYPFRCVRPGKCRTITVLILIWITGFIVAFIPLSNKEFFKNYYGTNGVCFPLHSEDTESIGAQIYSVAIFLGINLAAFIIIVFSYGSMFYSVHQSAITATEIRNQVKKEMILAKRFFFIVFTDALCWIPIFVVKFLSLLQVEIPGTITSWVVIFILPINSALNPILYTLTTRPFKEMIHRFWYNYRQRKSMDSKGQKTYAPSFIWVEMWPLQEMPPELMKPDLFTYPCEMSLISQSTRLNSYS
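HEK293 cells stably expressing RXFP1, treated 30 min at 37C with compounds plus PDE4 inhibitor Ro 20174; cAMP measured by HTRF TR-FRET. Normalized to buffer and 29 nM porcine relaxin; EC50 by Hill fit.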
* marks the source's active call; other numbers are inactive results; ? = inconclusive; [ ] = dose if it differs, or a comment. % is set by controls: 0 for no effect and ±100 for the full control effect; potency is the fitted concentration of half-maximal effect.

The first three records as a preview:
SMILES	RXFP1 agonist
Cc1nc2sc3c(c2c2nc(-c4ccco4)nn12)CCCC3	2.6%
COc1cc2nc(CN3CCN(c4ncc(C(F)(F)F)cc4Cl)CC3)[nH]c(=O)c2cc1OC	-2.0%
COC(=O)c1ccc2c(c1)N(Cc1nc(-c3cccc(C)c3)oc1C)C(=O)C1CCCN21 (configuration not stated)	3.7%

The listing, from the first entry:
SMILES	RXFP1 agonist
Cc1nc2sc3c(c2c2nc(-c4ccco4)nn12)CCCC3	2.6%
COc1cc2nc(CN3CCN(c4ncc(C(F)(F)F)cc4Cl)CC3)[nH]c(=O)c2cc1OC	-2.0%
COC(=O)c1ccc2c(c1)N(Cc1nc(-c3cccc(C)c3)oc1C)C(=O)C1CCCN21 (configuration not stated)	3.7%
CCc1ccccc1NC(=O)CSc1nc(-c2ccccc2)nn1C(=O)c1cccc([N+](=O)[O-])c1	-0.6%
C#CCOCCOCCOCCNc1nc(N2CCN(C(=O)CCCCCCCCCCNC(=O)[C@H](CCCCN)n3cc(C)nn3)CC2)nc(N2CCN(C(=O)CCCCCCCCCCNC(=O)[C@@H]([C@H](C)CC)n3cc(CCCCCN)nn3)CC2)n1	-0.4%
CCOc1ccc2nc(Cl)c(C3CC(c4ccccc4)=NN3C(=O)c3ccco3)cc2c1 (configuration not stated)	3.1%
Cc1cc(C)c2c(n1)nn1c(NCCCn3ccnc3)cc(C)nc21	4.3%
COc1ccc(C[C@@H](NS(=O)(=O)c2ccc(C(=O)O)cc2)C(=O)O)cc1	-0.4%
Cc1ccc(NC(=O)C2CCCCC2)c(O)c1	2.3%
CCCCCCN(C(=O)CCCCCN1C(=O)NC(c2ccc(-c3ccccc3)cc2)C(C(=O)OCc2ccccc2)=C1C)C(C(=O)NCCCC)c1ccc(OCC(=O)OC)c(C(=O)OC)c1 (configuration not stated)	4.7%
O=C(N/N=C/c1ccc(Cl)cc1Cl)C1CCN(c2ncc(C(F)(F)F)cc2Cl)CC1	0.9%
Cn1c2ccccc2c(=O)c2c(=O)n(Cc3ccco3)c(-c3ccc(C(C)(C)C)cc3)nc21	11.4%
CC(=O)Nc1nc2c(ncn2COCCOC(C)=O)c(=O)[nH]1	2.9%
COc1cccc(C2C(C(=O)c3sc(C)nc3C)=C(O)C(=O)N2CCN(C)C)c1OC (configuration not stated)	0.6%
CCc1nn(CC(=O)NCCCN(CC)c2cccc(C)c2)c(=O)c2cc3occc3n12	0.7%
Cn1c2cc(Br)sc2c2cnn(Cc3ccc(F)cc3)c(=O)c21	1.1%
CSC1=C(C#N)C2(CCCC2)C(C#N)=C(N)N1	2.4%
CC1CCC(NC(=O)c2ccc(/C=C3\Oc4ccccc4N(C)C3=O)cc2)CC1 (configuration not stated)	1.5%
Cc1ccc2nc(-c3ccc(N4C(=O)CC(N5CCC(C(N)=O)CC5)C4=O)cc3)sc2c1 (configuration not stated)	0.1%
CN(C)C=Nc1ccccc1C1C=NNC1=O (configuration not stated)	-0.8%
O=C(Nc1cc2cc([N+](=O)[O-])ccc2oc1=O)c1cccs1	-2.1%
COC(=O)CCC(=O)Oc1ccc(OC(=O)CCC(=O)OC)cc1	-1.3%
N#Cc1ccc2c(c1)C[C@]1(c3ccsc3)Oc3c(c(=O)oc4ccccc34)C2O1	4.6%[11.5 µM]
Cc1ccc(C)c(CN2C(=O)C3CCCN3c3ccc(S(=O)(=O)N4CCOCC4)cc32)c1 (configuration not stated)	0.6%
COc1cc([N+](=O)[O-])ccc1-c1ccc(/C=N/NC(=O)c2ccccc2O)o1	6.9%
CCn1cc(C(=O)NC2CCC(C)CC2)c(=O)c2cc(S(=O)(=O)N3CCCCC3)ccc21 (configuration not stated)	-0.6%
Cc1cc(C(C)C)n2c(nc3ccccc32)c1C#N	0.3%
CC1(c2ccccc2)ON(c2ccccc2C(F)(F)F)C1=O (configuration not stated)	-0.6%
CC(=O)c1ccc(-c2ccccc2[C@H]2[C@H]3C=CC[C@@H](C)[C@@H]3C(=O)N2Cc2ccccc2)cc1	0.6%
CCn1cc(C(=O)Nc2ccc(C)cc2C)c(=O)c2ccc(C)nc21	2.5%
O=C(N=c1ccn(-c2nc3ccccc3nc2NS(=O)(=O)c2ccc(Cl)cc2)cc1)c1ccccc1Cl	25.2%
CC(C)[C@H](NC(=O)[C@H](CC(=O)O)NC(=O)[C@H](CCCCN)NC(=O)[C@@H](N)CCCN=C(N)N)C(=O)N[C@@H](Cc1ccc(O)cc1)C(=O)O	1.9%
CCn1cc(C(=O)Nc2ccccc2)c(=O)c2ccc(C)nc21	-0.7%
O=C(OCC#CCNc1nnc(-c2cccc3ccccc23)o1)c1cccs1	1.4%
CCCn1c(=O)c2ccccc2n2c(SCN3C(=O)c4ccccc4C3=O)nnc12	2.6%
COc1cc([C@@H]2c3cc4c(cc3[C@@H](NC3CCN(Cc5ccccc5)CC3)[C@H]3COC(=O)[C@H]23)OCO4)cc(OC)c1O	5.1%
C#CCOCCOCCOCCNc1nc(N2CCN(C(=O)[C@H](CCC(=O)O)n3cc(C(N)CC(C)C)nn3)CC2)nc(N2CCN(C(=O)[C@H](Cc3ccc(O)cc3)n3cc(C(N)[C@H](C)CC)nn3)CC2)n1 (some centres not stated)	4.4%
Cc1ccc(C2CC(C(F)(F)F)n3nc(C(=O)NCC4CCCO4)cc3N2)cc1 (configuration not stated)	2.5%
COc1ccc(S(=O)(=O)N(CC(=O)NCc2cccnc2)c2ccc(F)cc2)cc1OC	2.1%
Cc1nc(SCc2ccccc2F)c2cnn(-c3ccccc3)c2n1	-0.4%
COC(=O)c1ccc(Oc2nc(NC(C)(C)C)nc(N3CCOCC3)n2)cc1	1.6%
CCCS(=O)(=O)Nc1ccc(-c2ccc3nnc(C)n3n2)cc1	22.7%
Cc1ccc(CNC(=O)c2cc3c(=O)n4cccc(C)c4nc3n(CC3CCCO3)c2=N)cc1 (configuration not stated)	5.7%
COc1ccc(N2CCN(C(=O)c3ccc4c(c3)[nH]c(=S)n3c5ccccc5nc43)CC2)cc1	12.5%
CC(=O)Nc1ccc(Cc2nc3c([nH]2)c(=O)n(C)c(=O)n3C)cc1	?
N#C/C(=C\c1ccc(C#N)cc1)C(=O)N1CCCC1	-3.6%
CCCCCCN(C(=O)CCCCCN1C(=O)NC(c2ccccc2)C(C(=O)OCc2ccccc2)=C1C)C(C(=O)NCCCC)c1ccc(OCC(=O)OC)c(C(=O)OC)c1 (configuration not stated)	0.2%
Cc1cc(Cl)ccc1N=Cc1c(O)n(C)c(=O)n(C)c1=O	3.6%
CCN(CC)c1ccc2cc(/C(N)=N/NC(=O)c3cccs3)c(=O)oc2c1	-0.5%
CCCCCC(=O)Nc1cccc(C2=NOC3(C2)C[C@H](C(N)=O)N(C(=O)CC#N)C3)c1 (some centres not stated)	4.5%

Other records.
SMILES	RXFP1 agonist
N#Cc1nc(-c2ccc(F)cc2)oc1NCCCn1ccnc1	5.8%
CC1CCCN(C(=O)Cn2nnc(-c3ccc([N+](=O)[O-])cc3)n2)C1 (configuration not stated)	0.0%
O=C(CC1Nc2ccccc2NC1=O)Nc1ccccc1NC(=O)CC1Nc2ccccc2NC1=O (configuration not stated)	2.8%
O=C(/C(N=Nc1cccc([N+](=O)[O-])c1)=C(/O)c1ccc(Br)cc1)C(F)(F)F	-0.8%
COc1cccc(NC(=O)C(c2ccccc2)N2CCNC(=O)C2)c1 (configuration not stated)	0.3%
CC1(C)CC(=O)C(C=Nc2cccc(/N=C/C3=C(O)CC(C)(C)CC3=O)n2)=C(O)C1	2.1%
OCc1cn(Cc2ccc(O)c3ncccc23)cn1	1.3%
COc1cc(/C=C2\C(=N)N3N=C(S(C)(=O)=O)SC3=NC2=O)ccc1OS(=O)(=O)c1ccccc1	3.0%
COc1cccc2cc(C(N)=O)/c(=N/NC(=O)COc3ccc(Cl)cc3)oc12	-1.0%
Cc1cc(C)nc(/N=C(/NC(=O)Nc2ccc(Cl)c(Cl)c2)Nc2ccccc2)n1	-0.4%
CCCCn1c(SCC(N)=O)nnc1-c1cc(OC)c(OC)c(OC)c1	1.1%
COc1ccccc1C1C=C(c2ccc(Cl)cc2)Nc2nc(NS(C)(=O)=O)nn21 (configuration not stated)	6.5%
O=c1c2cccc3c(N4CCOCC4)ccc(c32)c2nc3ccccc3n12	3.5%
O=Cc1cccc(OC(=O)c2ccc(Cl)cc2Cl)c1	0.3%
Cc1ccccc1NC(=O)c1cnc(Nc2nc3ccccc3s2)nc1C	1.5%
O=c1c2ccccc2nnn1CSc1nnc2sc3ccccc3n12	2.1%
O=C(Nc1ccc(S(=O)(=O)N2CCCCCC2)cc1)c1[nH]ncc1[N+](=O)[O-]	1.6%
COc1ccc(C2Nc3ccccc3C(=O)N2Cc2ccccc2)cc1COc1ccc(Cl)cc1Cl (configuration not stated)	3.8%
Cc1cc(NC(=O)CSc2ccc(-c3ccc4c(c3)OCO4)nn2)no1	?
O=C(CSc1nnnn1-c1ccc(O)cc1)N1N=C(c2ccc3ccccc3c2)CC1c1ccccc1 (configuration not stated)	-0.3%
CC(C)Oc1ccc(-c2nn(-c3ccccc3)cc2/C=c2\sc3ncnn3c2=O)cc1	-0.3%
CCc1nc2c(sc3nc(N4CCOCC4)c4c(c32)CC(C)(C)OC4)c(=O)o1	2.9%
O=c1[nH]c(CSc2nc3ccccc3s2)nc2cc(Cl)ccc12	7.0%
O=C(Nc1ccccn1)c1ccc2nc(-c3ccccc3)c(-c3ccccc3)nc2c1	3.2%
Cc1ccn(C(=O)c2cc3ccccc3oc2=O)n1	1.8%
Cc1cc(NCCN2CCCCC2)n2c(nc3ccccc32)c1C#N	1.1%
CC1CCCCN1C(=O)Cn1cc(/C=C2/C(=O)Nc3ccccc32)c2ccccc21 (configuration not stated)	2.9%
CC(O)CCC(=O)NNC1=CC(=O)CC(C)(C)C1 (configuration not stated)	0.7%
C#CCOCCOCCOCCNc1nc(N2CCN(C(=O)Cn3cc(CCCN=C(N)N)nn3)CC2)nc(N2CCN(C(=O)Cn3cc(CCCN=C(N)N)nn3)CC2)n1	2.7%
CCc1ccc2nc(N3C(=O)c4oc5ccccc5c(=O)c4C3c3ccc(OC)c(OC)c3)sc2c1 (configuration not stated)	1.4%
CCC(=Nc1ccccc1)C1=C(O)CC(C)(C)CC1=O	-0.7%
COC(=O)CCC(=O)OC1(C)C(=O)C2=CN(C(CO)CO)C(c3ccc(OC)cc3)=CC2=C(Br)C1=O (configuration not stated)	0.0%
CCOC(=O)C1=C(C)N=C2c3ccccc3C(=O)C2C1c1ccc(Br)cc1 (configuration not stated)	1.8%
CCC(=O)NNC(=O)CCC(=O)Nc1ccccc1	0.1%
CCOc1ccc(C2=NNC(c3cccs3)=Nc3ccc(OCC)cc32)cc1	-1.8%
CCn1c(CSc2nnc(-c3cccnc3)n2-c2ccccc2C)nc2cc(C(=O)O)ccc21	-0.2%
NC(=O)[C@@H]1CCCNc2c(I)cc([N+](=O)[O-])cc2C(=O)N[C@@H](CCCN=C(N)N)C(=O)N[C@@H](CCCN=C(N)N)C(=O)N1	-0.5%
CCOC(=O)N/N=C(/C)c1ccc([N+](=O)[O-])o1	-0.8%
O=C(CSc1ccccn1)NC1CCCC1	1.7%
COc1ccccc1N1CCN(C(=O)CSc2nnc3c4ccccc4nc(Cc4ccccc4)n23)CC1	0.2%
Cc1nc2cc(N3CCCCC3)c(NC(=O)c3ccncc3)cc2c(=O)n1Cc1ccc(Cl)cc1	8.3%
Cc1nn(Cc2ccc(Cl)cc2Cl)c(Cl)c1/C=N/NC(=O)CNc1cccc(C(F)(F)F)c1	1.6%
Cc1sc(/N=C/c2c(O)ccc3ccccc23)c(C#N)c1C	1.0%
O=C(O)/C(=C\C(=O)c1ccccc1)Nc1ccccc1	2.5%
COc1cc(C2OC(=O)c3c2ccc(OC)c3OC)ccc1O (configuration not stated)	-2.2%
CCn1c2ccccc2c2nnc(SCc3cc(=O)n4ccsc4n3)nc21	8.1%
O=C(O)c1ccc(S(=O)(=O)N[C@@H](Cc2ccc(O)cc2)C(=O)O)cc1	1.3%
CCCC(=O)Nc1nn(C)c2nc3cc(C)ccc3cc12	0.4%
COc1ccc2[nH]cc(C(O)CN3CCN(c4ccccc4)CC3)c2c1 (configuration not stated)	0.4%
CN1CCc2c(sc(NC(=O)c3cc4cc([N+](=O)[O-])ccc4s3)c2C(N)=O)C1	7.2%

(cont.)
SMILES	RXFP1 agonist
O=C(Nc1nc2ccc(SC(F)F)cc2s1)c1ccc2c(c1)S(=O)(=O)c1ccccc1C2=O	1.6%
COC(=O)C(=C/C=C/N1CCOCC1)C(=O)OC	2.8%
CSc1ccc(CNc2ccccc2)cc1	-0.3%
COC(=O)c1cn(NC(=O)/C=C/c2cccc(OC)c2OC)c(=O)c2ccccc12	2.8%
CCCN1C(=O)/C(=C\C=C2/Sc3ccccc3N2CC)SC1=S	-0.1%
O=C1C2=C(C(=O)c3ccccc31)C1O[C@](c3ccsc3)(Cc3c1ccc1ccccc31)O2	10.8%[11.5 µM]
CC(OC(=O)c1ccc2ncsc2c1)C(=O)N1CCCC1 (configuration not stated)	0.7%
CS(=O)(=O)c1nc(-c2cccs2)cc(C(F)(F)F)n1	5.2%
Cc1c(C(=O)NCc2ccccc2Cl)oc2c1C(=O)CCC2	-0.4%

Screening results: PubChem, National Center for Advancing Translational Sciences (NCATS)

Only part of the results is shown; rates above refer to the full screens.
